QS inhibitor: blocks AIP-induced quorum sensing reporter in S. aureus. hit rate 0.3% among 24,000. inhibition, % at 2 µM. S. aureus RN6390 RNAIII-GFP reporter, flow cytometry 3 h. AID 527;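 active means share of bacteria positive for the green fluorescent reporter and its mean brightness both inhibited by 50% or more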;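 further: 0% = AIP-stimulated control and 100% = unstimulated bacteria without AIP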
QS inhibitor GFP MFI %: recorded beside QS inhibitor, whose call it bears; inhibition, %; measured here: inhibition of GFP MFI
An asterisk follows results filed as active; & = joins results of further samples. An excerpt; rates above refer to the full screens.

SMILES | QS inhibitor | QS inhibitor GFP MFI %
CCc1c(O)nc(SCC(=O)NCc2ccco2)[nH]c1=O | -3 | -26
CCCCN1C[C@H](O)[C@@H](O)[C@H](O)[C@H]1CO | -2 | -9
CC(=O)[C@H]1CC[C@H]2[C@@H]3CCC4=CC(=O)CC[C@]4(C)[C@H]3[C@H](O)C[C@]12C | 0 | -3
Cc1ccc(-n2nc(C(=O)N3CCN(C)CC3)c3c4ccccc4n(C)c3c2=O)cc1 | -2 | -2
COc1ccc(C(=O)N2CC(=O)N(CCc3ccccc3)C(=O)C2)cc1OC | -10 | -15
COC(=O)c1cnn(-c2ccc(C)c(C)c2)c1-n1cccc1 | -1 | 0
Cc1noc(C)c1S(=O)(=O)NCc1ccc2c(c1)OCO2 | -10 | -34
O=[n+]1c2c(n([O-])c3cc(F)c(N4CCCC4)cc31)CCCC2 | -2 | -12
Cc1cc(C)nc(NS(=O)(=O)c2cccs2)c1 | -4 | -3
CCCCOCCCNC(=O)c1ccccc1OCC | 0 | 4
COC(=O)C1=C(NC(=O)c2ccc(C)c(C)c2)CCS1 | 0 | -12
CCCn1c(C(O)c2ccc(OCC)cc2)nc2ccccc21 (stereo not given) | -3 | -9
O=c1c2ccccc2c(/C=N/n2cnnc2)c(O)n1-c1ccccc1 | -10 | -40
Cc1c(NC(=O)CCCCCN2C(=O)C3C4C=CC(C4)C3C2=O)c(=O)n(-c2ccccc2)n1C (stereo not given) | -2 | -22
CCN(CC)CCn1c(=S)[nH]c2cc3c(cc2c1=O)OCO3 | -1 | 7
Cc1c2cnn(-c3ccccc3)c(=O)c2c(C)n1CCCC(=O)N1CCN(C)CC1 | -1 | 2
COc1cc(OC)cc(C(C)=O)c1 | -5 | -15
CCN(CC)S(=O)(=O)c1ccc(C(=O)NCc2nnc(SCC(=O)OC)n2C)cc1 | -1 | -3
Cc1[nH]nc(N=CC2=C(O)CC(C)(C)CC2=O)c1-c1ccc(Cl)cc1 | -11 | -21
COc1ccc(S(=O)(=O)NCCC(=O)NCc2ccccc2)cc1 | -2 | 2
O=C(NCCc1ccccc1)C1CCCN(S(=O)(=O)c2cccnc2)C1 (stereo not given) | -8 | -14
COc1ccc(OC)c(NC(=O)Cc2coc3ccc(C)cc23)c1 | 0 | 6
O=C(O)c1cc(Cl)c(Cl)cc1C(=O)N1CCCC1 | 0 | 1
c1ccc(-c2nc3cc(Oc4ccc5oc(-c6ccccn6)nc5c4)ccc3o2)nc1 | 2 | 11
CCCN(CCC)C(=O)c1ccc2c(c1)N(Cc1ccccc1)C(=O)CS2=O (stereo not given) | -2 | -1
The list goes on.
SMILES | QS inhibitor | QS inhibitor GFP MFI %
COc1ccc(C(N)CCc2ccc(C)o2)cc1 (stereo not given) | 0 | 2
CC1CCC(NC(=O)CN2C(=O)C3CCCN3c3ncc(Cl)cc32)CC1 (stereo not given) | 2 | 21
COC(=O)/C(=C1/Oc2cc3c(cc2S1)OCO3)C(F)(F)F | -3 | 10
CCOC(=O)N1CCN(C(=O)c2cn(-c3ccc(C)c(C)c3)c(=O)c3ccccc23)CC1 | 3 | 14
CCOCCCNc1nc(=S)[nH]c2cc(OC)c(OC)cc12 | -3 | -13
COc1cccc(C(=O)Nc2ncc3c(n2)CC(C)CC3=O)c1 (stereo not given) | 0 | 13
Cc1cc(NC(=O)CSc2nnc(C3COc4ccccc4O3)o2)no1 (stereo not given) | -2 | 0
CCC(=O)NC(C)C(c1cccs1)N1CCN(c2ccccc2)CC1 (stereo not given) | 0&-1 | -2&-22
COC(=O)c1ccc(CSc2ncnc3c2nnn3-c2ccc(OC)cc2)o1 | -1 | -7
CCN(CCNC(=O)C1CCCN(S(=O)(=O)CC)C1)c1ccccc1 (stereo not given) | 1 | 10
CCCCN(Cc1ccccc1)C(=O)C1CCCN(S(=O)(=O)c2cnc[nH]2)C1 (stereo not given) | -1 | 6
O=S(=O)(NCC1CCCO1)c1cc(Br)c(Br)s1 (stereo not given) | -3 | -5
O=C(CC(NCCN1CCOCC1)C(=O)O)Nc1cccc(Cl)c1 (stereo not given) | 0 | 8
Cc1ccc2c(c1)NC(=O)C(CC(=O)NCCCN1CCCCC1)O2 (stereo not given) | 0 | 8
O=C(O)C1C2C=CC(C2)C1C(=O)N1CCN(CCO)CC1 (stereo not given) | 0 | -23
COC(=O)COc1cccc(NC(=O)COc2ccccc2)c1 | 0 | 0
Cc1ccc(-n2c(=O)cc(N3CCc4ccccc4C3)[nH]c2=O)cc1 | -6 | -6
COc1ccc(CN2C(=O)CN(C3CCCCCC3)C(=O)C2c2ccc(OC)c(OC)c2)cc1 (stereo not given) | -2 | -4
CCCCOc1ccc(C(=O)N2CCC(C)CC2)cc1 | -1 | 9
CCN1CCN(CC(O)COc2cccc(OC)c2)CC1 (stereo not given) | -1 | -4
O=C(C1CC(c2ccc(F)cc2)=NO1)N1CCN(Cc2ccccc2)CC1 (stereo not given) | -2 | 0
CCCCNC(=O)CCn1c(=O)c2ccccc2n(CC(=O)Nc2ccccc2OCC)c1=O | 1 | 22
COCCCNC(=O)CCS(=O)(=O)Cc1ccc(C)cc1 | 0 | 3
CCC1Oc2ccc(C)cc2N(CC(=O)NCc2cc(OC)ccc2OC)C1=O (stereo not given) | 0 | 0
O=C(Nc1cccc(F)c1)c1cccc(S(=O)(=O)N2CCOCC2)c1 | 0 | 4

Four entries picked at random from those above:
SMILES | QS inhibitor | QS inhibitor GFP MFI %
O=C(C1CC(c2ccc(F)cc2)=NO1)N1CCN(Cc2ccccc2)CC1 (stereo not given) | -2 | 0
Cc1cc(NC(=O)CSc2nnc(C3COc4ccccc4O3)o2)no1 (stereo not given) | -2 | 0
CCCCNC(=O)CCn1c(=O)c2ccccc2n(CC(=O)Nc2ccccc2OCC)c1=O | 1 | 22
Cc1ccc2c(c1)NC(=O)C(CC(=O)NCCCN1CCCCC1)O2 (stereo not given) | 0 | 8

2 of the compounds above, with values under each structure:
Each structure is followed by: QS inhibitor | QS inhibitor GFP MFI %
COC(=O)C1=C(NC(=O)c2ccc(C)c(C)c2)CCS1
 : 0 | -12
CCCn1c(C(O)c2ccc(OCC)cc2)nc2ccccc21 (stereo not given)
 : -3 | -9

Further structures follow:
SMILES | QS inhibitor | QS inhibitor GFP MFI %
COc1ccc(-n2c(Cc3cccn3C)nnc2SCC(=O)N2CCCC2)cc1 | 6 | 15
O=C(NCc1ccccc1)N[C@@H](Cc1ccccc1)C(=O)O | -1 | -5
CCOCCn1c(=O)c2c(nc3n2CCN3c2ccccc2)n(C)c1=O | -6 | -9
CCSc1nnc2c(n1)OC(c1ccc(C(=O)O)cc1)N(C(C)=O)c1ccccc1-2 (stereo not given) | -1 | 6
O=S1(=O)CC(N2CCOCC2)c2ccccc21 (stereo not given) | 0 | -6
CCCCNC(=O)c1nnn(-c2ccccc2)c1N | 2 | 1
N#Cc1cc2ccccc2nc1SCC(=O)Nc1ccccc1N1CCOCC1 | 2 | 10
CC12CC(NC(=O)N1c1cccc(C(=O)NCc3ccc4c(c3)OCO4)c1)c1cc(Cl)ccc1O2 (stereo not given) | 31 | 36
CC(=O)c1cccc(NS(=O)(=O)c2c(C)noc2C)c1 | 0 | 20
CCCSc1nc(N)c(C#N)c(-c2ccc(C)cc2)c1C#N | 0 | 9
CCCCn1c(SCC(=O)Nc2cc(C)on2)nc2ccsc2c1=O | 6 | 19
CC(=O)C1=C(C)Nc2ncnn2C1c1cccc(OCc2ccccc2)c1 (stereo not given) | 0 | 4
COCc1cc(C)nc(SCC(=O)Nc2cccc3cccnc23)c1C#N | 8 | 16
O=S(=O)(c1ccc(S(=O)(=O)N(Cc2ccco2)Cc2ccccc2Cl)cc1)N1CCCC1 | 0 | -5
COc1ccccc1N1CC(O)=C(c2nc3ccccc3c(=O)[nH]2)C1=N | 0 | 2
Cc1cccc(NC(=O)Cn2c(=O)n(C)c3ccccc32)c1 | -7 | -13
NC1=NC(=O)CC(C(=O)NCc2ccccc2)S1 (stereo not given) | 0 | 15
COc1ccc(-c2nc(CN3CCC(C(=O)N4CCc5ccccc54)CC3)c(C)o2)cc1OC | 0 | -13
CC(=O)Nc1ccc(OCC(O)CN2CCN(c3cccc(Cl)c3)CC2)cc1 (stereo not given) | 49 | 72
CC(NC(=O)C1CCN(S(=O)(=O)N2CCCCCC2)CC1)c1ccccc1 (stereo not given) | -1 | 8
CCN(CC(=O)NCc1cccs1)C(=O)c1cc(S(=O)(=O)N2CCOCC2)ccc1C | 0 | 5
CCOC(=O)C1CN(S(=O)(=O)c2ccc(C)cc2)CCN1S(=O)(=O)c1ccc(C)cc1 (stereo not given) | -1 | 5
CCOC(=O)C1=C(C)N(c2nonc2NC(C)=O)C(N)=C(C#N)C1c1ccccc1F (stereo not given) | -2 | -5
CCOC(=O)C1CCCN(C(=O)c2cn(CC)c3ccc(S(=O)(=O)N(C)C)cc3c2=O)C1 (stereo not given) | -5 | -18
O=C(NCCC1=CCCCC1)c1cc2c(s1)CS(=O)(=O)C2 | -4 | -4
More structures follow:
SMILES | QS inhibitor | QS inhibitor GFP MFI %
CCOc1ccccc1C1C(C(N)=O)=C(C)Nc2nc(-c3cccc(C)c3)nn21 (stereo not given) | -1 | -7
CC1=NCCN1S(=O)(=O)c1ccc(Br)c(C)c1 | -6 | -1
CCOC(=O)c1cc(-c2ccc(N)cc2)sc1N | -1 | 1
CC(NS(C)(=O)=O)C(c1cccs1)N1CCN(c2ccccc2)CC1 (stereo not given) | -3 | 0
Cc1cc(OCC(O)CN(CCO)CCO)ccc1Cl (stereo not given) | 9 | 39
CC(=O)CC(C)=NCCN=C(C)CC(C)=O | 0 | 2
O=S(=O)(c1ccc(F)cc1)N1CCCC(CO)C1 (stereo not given) | 2 | 4
CC(C)CNc1oc(-c2ccc(F)cc2)nc1C#N | 1 | 8
COc1ccc(-c2cc(C(F)(F)F)nc(N3CCN(Cc4ccccc4)CC3)n2)cc1OC | 3 | 10
Cc1cc(C)c(NC(=O)CSc2nc3c(c(=O)n2C)SC(C)C3)c(C)c1 (stereo not given) | -3 | -7
CCc1nnc(NC(=O)CSc2nnc(-c3c[nH]c4ccccc34)n2C)s1 | 1 | 39
O=C(c1ccccc1F)N1CCN=C1SCc1cccnc1 | 4 | 31
COc1ccc(F)cc1S(=O)(=O)NC1CC(C)(C)NC(C)(C)C1 | 0 | 2
Cc1c2c(nc3nc4ccccc4n13)CC(C)(C)CC2=O | 0 | 5
COc1cccc(C2CC(c3ccc(C(C)C)cc3)n3nc(N)nc3N2)c1 (stereo not given) | -5 | -20
CCCCNC(=O)c1nn(-c2ccccc2OC)c(=O)c2ccccc12 | -5 | -21
C#CCN1C(=O)C(O)(CC(=O)c2cc(OC)ccc2OC)c2ccccc21 (stereo not given) | -1 | -31
Cc1cc(NC(=O)CS(=O)(=O)c2cn(Cc3ccccc3Cl)c3ccccc23)no1 | 1 | 4
CC(=O)NCCc1ccc(S(=O)(=O)NCc2ccc3c(c2)OCO3)cc1 | -1 | 2
CCOC(=O)C1=C(CC)Nc2ccccc2N=C1NC(=O)Nc1ccccc1OC | -1 | -4
COc1cc(NC(=O)c2ccccc2)c(OC)cc1NC(=O)CN1CCN(c2ccccn2)CC1 | 6 | 5
Cc1cccc(NC(=O)CN(C)S(=O)(=O)c2cnc[nH]2)c1 | 4 | 50
CN1CCN(S(=O)(=O)c2ccc(NC(=O)Nc3cccc(Cl)c3)cc2)CC1 | 0 | -6
CC1CCN(C(=S)c2ccccc2O)CC1 | -4 | -15
CCCn1nc(CC(=O)O)c2ccccc2c1=O | 0 | 22

Reprinted from the part before: three compounds; new compounds follow.
SMILES | QS inhibitor | QS inhibitor GFP MFI %
CN1CCN(S(=O)(=O)c2ccc(NC(=O)Nc3cccc(Cl)c3)cc2)CC1 | 0 | -6
CC1CCN(C(=S)c2ccccc2O)CC1 | -4 | -15
CCCn1nc(CC(=O)O)c2ccccc2c1=O | 0 | 22
Cc1ccc(S(=O)(=O)NCCC(=O)NCCN2CCCCCC2)cc1 | -3 | -5
Cc1ccc(C)c(C(=O)CSc2n[nH]c(-c3ccncc3)n2)c1 | -2 | -1
CCCCCc1c(O)nc(SCC(=O)NCC2CCCO2)[nH]c1=O (stereo not given) | 5 | 12
COCCCNC(=O)c1ccc2c(c1)OCO2 | 0 | 3
COc1ccc(CC(NC(C)=O)C(=O)N2CCN(C(=O)N(C(C)C)C(C)C)CC2)cc1 (stereo not given) | 0 | 5
COc1ccc(NC(=O)CNS(=O)(=O)c2ccc3nc(C)sc3c2)c(OC)c1 | 8 | 35
COc1ccc(S(=O)(=O)NCc2ccc(C(=O)O)cc2)cc1 | -2 | -2
O=C(Nc1nnc(-c2ccccc2Cl)o1)c1ccc(S(=O)(=O)N2CCCCCC2)cc1 | -7 | -15
CCOC(=O)C1CCN(S(=O)(=O)c2ccc3c4c(cccc24)C(=O)N3)CC1 | -3 | -4
Cc1ccccc1CN1CCNC1=O | 2 | 4
COc1ccc(CCNC(=O)c2cc(-c3ccc4c(c3)OCO4)on2)cc1OC | -2 | -5
COC(=O)C(C)Sc1nc2c(cnn2-c2ccc(C)cc2)c(=O)[nH]1 (stereo not given) | 13 | 15
O=C(CSc1ccc2nnc(-c3ccc(F)cc3)n2n1)NCC1CCCO1 (stereo not given) | 0 | -6
Cc1cc(C(=O)N(C2CCCCC2)C2CCCCC2)no1 | -2 | -7
CC(C)OC(=O)c1cccc(C(=O)O)n1 | 0 | -3
O=C(CCCn1c(=O)[nH]c2ccsc2c1=O)N1CCN(c2ccccn2)CC1 | -1 | 2
CCOc1ccccc1NC(=O)CCn1c(=O)oc2ccccc21 | -3 | -16
COc1ccc(CNC(=O)c2cc(-c3ccc(OC)c(OC)c3)on2)cc1 | 3 | 17
Cc1ccc(Nc2nc(CSc3nnc(-c4cccs4)o3)cs2)cc1 | 0 | 19
Cc1cc(-c2ccccc2)c(C#N)c(N)n1 | -3 | 1

Single records (already shown).
Listed for `COc1ccc(NC(=O)CNS(=O)(=O)c2ccc3nc(C)sc3c2)c(OC)c1` : QS inhibitor = 8; QS inhibitor GFP MFI % = 35
Listed for `COc1ccc(CC(NC(C)=O)C(=O)N2CCN(C(=O)N(C(C)C)C(C)C)CC2)cc1` (stereo not given) : QS inhibitor = 0; QS inhibitor GFP MFI % = 5
Listed for `COc1ccc(CNC(=O)c2cc(-c3ccc(OC)c(OC)c3)on2)cc1` : QS inhibitor = 3; QS inhibitor GFP MFI % = 17
